High-throughput results: PubChem BioAssay, several laboratories
HER2 expr 66K = Her2 kinase expression inhibition. P04626. SKBR-3 HER2 protein level, AlphaScreen, 18-24 h; stronger effect = lower value. HER2 level % of control, % at 10 µM. hit rate 0.69% among 65,000;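 active = HER2 level under 5% of the carrier-only control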;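 also: 100% = DMSO carrier and 0% = 500 nM PU-H71 HSP90 inhibitor; lower value means stronger loss of Her2 protein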
MKP-1 inh = inhibitors of human MKP-1 phosphatase; P28562; hit rate 0.15% among 65,000; recombinant MKP-1, OMFP hydrolysis fluorescence; inhibition, %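 (compounds tested at a single concentration somewhere between 10 and 100 µM)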;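 active = inhibition above about 50%, limit read from the data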;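 also: 0% = DMSO max control wells and 100% = wells with enzyme stopped by NaOH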
PKA inh = PKA (human) kinase inhibition; hit rate 0.1% among 65,000; inhibition, % at 6 µM; PKA Kemptide phosphorylation, Kinase-Glo ATP luminescence; AID 524;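 active = inhibition above the screen-wide mean inhibition plus 3 SD, cut at about 21% in these data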; also: many of its hits are not listed in these tables
ROCK2 inh = ROCK2 (human) kinase inhibition | O75116 | purified ROCK2, Kinase-Glo ATP depletion luminescence | inhibition, % at 6 µM | hit rate 0.35% among 60,000;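 active = inhibition above the screen-wide mean inhibition plus 3 SD, cut at about 18% in these data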;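 also: plate controls were DMSO wells for no effect and Y-27632 control wells after no-enzyme background subtraction for full effect; many of its hits are not listed in these tables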
Target sequence (O75116 whole entry, looked up): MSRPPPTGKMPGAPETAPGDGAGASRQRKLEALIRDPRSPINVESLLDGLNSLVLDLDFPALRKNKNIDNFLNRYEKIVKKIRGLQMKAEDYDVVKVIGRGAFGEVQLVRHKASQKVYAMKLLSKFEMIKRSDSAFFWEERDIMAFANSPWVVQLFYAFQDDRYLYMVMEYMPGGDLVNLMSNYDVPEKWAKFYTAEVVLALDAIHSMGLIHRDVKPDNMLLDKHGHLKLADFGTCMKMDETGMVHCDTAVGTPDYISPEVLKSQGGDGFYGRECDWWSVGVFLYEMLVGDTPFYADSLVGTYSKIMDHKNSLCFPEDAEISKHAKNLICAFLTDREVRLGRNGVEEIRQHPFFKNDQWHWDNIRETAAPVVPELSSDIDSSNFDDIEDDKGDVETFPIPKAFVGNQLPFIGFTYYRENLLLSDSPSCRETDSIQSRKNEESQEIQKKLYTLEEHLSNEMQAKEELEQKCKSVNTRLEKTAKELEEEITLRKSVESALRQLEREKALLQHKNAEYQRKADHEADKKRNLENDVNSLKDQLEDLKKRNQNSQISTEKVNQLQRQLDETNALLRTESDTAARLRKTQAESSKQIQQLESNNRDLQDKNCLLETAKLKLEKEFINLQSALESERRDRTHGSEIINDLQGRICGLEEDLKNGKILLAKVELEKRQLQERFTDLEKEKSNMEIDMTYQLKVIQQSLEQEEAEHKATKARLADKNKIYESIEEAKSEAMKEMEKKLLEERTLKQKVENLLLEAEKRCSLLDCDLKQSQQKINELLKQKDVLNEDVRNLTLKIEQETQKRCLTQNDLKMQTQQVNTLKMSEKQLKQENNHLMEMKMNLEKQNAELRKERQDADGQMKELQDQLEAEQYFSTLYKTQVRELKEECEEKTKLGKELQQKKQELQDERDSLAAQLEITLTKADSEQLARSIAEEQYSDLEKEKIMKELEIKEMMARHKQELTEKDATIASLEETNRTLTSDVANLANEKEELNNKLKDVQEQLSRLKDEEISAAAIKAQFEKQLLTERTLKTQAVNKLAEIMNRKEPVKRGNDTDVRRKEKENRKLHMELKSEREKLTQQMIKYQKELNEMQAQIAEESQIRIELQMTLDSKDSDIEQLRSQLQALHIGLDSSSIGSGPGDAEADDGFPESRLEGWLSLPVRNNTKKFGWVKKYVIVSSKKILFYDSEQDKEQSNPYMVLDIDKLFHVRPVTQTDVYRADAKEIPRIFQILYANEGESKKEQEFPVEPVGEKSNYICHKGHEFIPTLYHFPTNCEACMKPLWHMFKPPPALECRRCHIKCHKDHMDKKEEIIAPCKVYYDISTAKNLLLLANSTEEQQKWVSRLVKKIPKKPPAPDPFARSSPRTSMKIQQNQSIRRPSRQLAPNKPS
Fluor 339 460 = intrinsic fluorescence of library compounds, ex339/em460 – biochemical, MLSMR library, data from DPM-DC assay, artefact control, profiling panel | hit rate 5.5% among 65,000 | compound autofluorescence, ex339/em460 nm, NADH buffer; stronger effect = higher value; 1 = no-compound wells, NADH background | AID 709 | fluorescence fold increase at 10 µM;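 active = at 10 µM, mean starting fluorescence two-fold or more over control wells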;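 also: signal is the first read of a kinetic run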
Hsp90 block = displaces geldanamycin probe from tumor Hsp90; hit rate 0.35% among 64,000; AID 429; NCI-N417 lysate Hsp90, Cy3B-geldanamycin FP displacement; inhibition, % at 30 µM; P07900;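 active = inhibition above 50%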;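 also: 0% = tracer plus lysate wells and 100% = tracer alone without lysate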
JNK3 inh = inhibitors of human JNK3 kinase; hit rate 0.61% among 60,000; P53779; inhibition, % at 8 µM; purified JNK3 kinase activity, HTS; in the data active = inhibition above about 17%;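 also: 0% = DMSO and 100% = reference inhibitor; many of its hits are not listed in these tables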
Cdc25B inh = human M-phase inducer phosphatase 2 inhibition; P30305; recombinant Cdc25B, OMFP fluorescence Ex485/Em525; inhibition, %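 (compounds tested at 10 µM final in the well)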; hit rate 0.1% among 65,000; AID 368; in the data active = inhibition above about 50%
Abs 340nm = absorbance at 340 nm; compound absorbance at 340 nm, fold over control; fold change at 10 µM; 65,000 tested, under 10 active;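 active = at 10 µM dose, initial 340 nm absorbance at least 2 fold that of control wells; inactive = change under 2 fold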;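 also: initial absorbance extrapolated from kinetic A340 decline of NADH oxidation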
* marks the source's active call; other numbers are inactive results; . = not tested or not shown. A portion of the library; count on the stated rates, not on these rows.

Each structure is followed by: ROCK2 inh	Fluor 339 460	Cdc25B inh	MKP-1 inh	JNK3 inh	HER2 expr 66K	Abs 340nm	PKA inh	Hsp90 block
c1ccc(C(c2nnnn2Cc2ccco2)N2CCN(C3CCCC3)CC2)cc1 (stereo not drawn)
→ -4	1.1	-6	5	0	127	0.98	-3	-1
O=C1OC2(c3ccccc3)C3CCCC2C13
→ -1	1	10	-1	1	85	1	-2	-3
COc1ccc2nc(SCC(=O)N(C)C3CCCCC3)c(C#N)cc2c1
→ 1	1.2	0	7	5	57	1	7	-14
CCc1cc(=O)oc2c(C)c(O)c(CN3CCCCC3)cc12
→ 7	3.9*	-4	-37	-2	91	1.2	6	2
CCCC(=O)Nc1cc(OCC)c(NC(=O)NC2CCCCC2)cc1OCC
→ 6	1.1	3	-15	6	91	1	7	1
CCOC(=O)C(C#N)C(c1cccnc1)c1c(C)[nH][nH]c1=O (stereo not drawn)
→ -9	1	-12	-2	4	102	0.97	-3	1
CCOC(=O)N1CCN(c2c(-c3ccc(C)c(C)c3)c(=O)c2=O)CC1
→ 5	1	-15	11	-4	121	1.1	12	-1
Cc1cc(C(=O)CSc2nnnn2C)c(C)n1-c1ccc2c(c1)OCCO2
→ 2	1.1	4	29	-6	108	1	0	-5
CCOC(=O)N1CCN(C(=O)c2ccc(CN(c3ccccc3)S(C)(=O)=O)cc2)CC1
→ .	1.1	-14	4	.	145	1.1	8	.
CC1(C)CC(=O)C(CC2=C(O)CC(C)(C)CC2=O)=C(O)C1
→ 4	1.1	-1	-8	-2	104	1	8	0
CCCC(c1nnnn1CCc1ccccc1)N1CCN(C(=O)c2ccco2)CC1 (stereo not drawn)
→ 5	1.1	-9	18	3	73	1	0	1
O=C(NCCN=C1NS(=O)(=O)c2ccccc21)c1ccc2nccnc2c1
→ 2	1.1	1	3	8	90	0.96	6	-5
CCOC(=O)C(C)Oc1nc(Oc2ccccc2)nc(N(C)C)n1 (stereo not drawn)
→ 0	1.1	-2	-6	-8	104	1	6	-4
Cc1nc2c(C(=O)NCc3ccc4c(c3)OCO4)c[nH]n2c(=O)c1Cl
→ .	1.1	-8	38	.	114	1	8	0
Cc1ccc(NCc2nnc(SCC(=O)N3CCCCC3)n2CC2CCCO2)c(C)c1 (stereo not drawn)
→ -1	1.1	8	-2	-7	106	1	-2	-3
COc1cccc(CNc2nc3nc(C)cc(C)n3n2)c1
→ 1	2.6*	0	2	4	70	1	1	-2
CCCc1[nH]n(-c2nc3ccccc3s2)c(=O)c1C=NCCN1CCOCC1
→ -14	1.1	-4	-16	-4	88	1	-1	-1
O=C(NCc1ccc2c(c1)OCO2)c1c[nH]c2ccc(S(=O)(=O)N3CCOCC3)cc2c1=O
→ 0	2*	4	42	-1	73	1.1	-2	-3
Cc1ccccc1OCC(=O)Nc1cccc(NC(=O)c2ccco2)c1
→ 4	1.1	-6	-5	-1	85	1	-2	-1
COc1ccc2cc(C(=O)NC3CCCCC3)c(=O)oc2c1
→ 1	3.5*	3	4	12	127	1.1	6	-5
COc1ccc(Cl)cc1NC(=O)CCn1cnc2ccccc2c1=O
→ -8	1.1	4	12	10	88	1	-6	-2
CCn1c(=NC(=O)CN2C(=O)CCC2=O)sc2c(C)cc(C)cc21
→ -5	1.1	-6	9	-19	61	1.1	4	-2
Cc1cc(C)c(C#N)c(N2CCN(Cc3ccc4c(c3)OCO4)CC2)n1
→ -1	1.2	-1	17	2	106	1.1	0	0
CCc1nc(N)c(C#N)c(-c2ccncc2)c1C
→ 0	1.4	5	-12	2	72	1	4	0
CCCC(=O)NCCc1cc2cc(C)c(C)cc2[nH]c1=O
→ 7	1.2	2	-5	-2	80	1.1	6	0
COc1ccc(CC(NC(=O)c2ccccc2)C(=O)NCC(=O)O)cc1 (stereo not drawn)
→ 2	1.1	-10	0	0	83	1	7	1
CC(=O)Nc1ccc(C(=O)Nc2ccc(S(=O)(=O)N3CCCC3)cc2)cc1
→ 4	1.1	-17	4	7	91	1	8	-1
COCCn1c(-c2ccc(-c3ccccc3Cl)o2)nc2c1c(=O)[nH]c(=O)n2CC(C)C
→ 7	2.1*	-5	30	10	41	1.1	13	-7
O=S(=O)(NC1CC1)c1ccc(S(=O)(=O)N2CCCC3(CCCCC3)C2)cc1
→ -3	1.1	3	21	5	90	1.1	10	0
COc1ccc2c(c1)[nH]c1c(=O)n(CCN(C)C)cnc12
→ 8	1.1	-21	-10	-10	103	1	5	-6

Further structures
Each structure is followed by: ROCK2 inh	Fluor 339 460	Cdc25B inh	MKP-1 inh	JNK3 inh	HER2 expr 66K	Abs 340nm	PKA inh	Hsp90 block
Cn1ncc2c(NCc3ccccc3)ncnc21
→ 0	1.1	-8	-46	18*	103	0.97	1	-1
COCCn1nnnc1C(CC(C)C)N1CCN(c2cccc(OC)c2)CC1 (stereo not drawn)
→ 1	1.1	-10	6	-1	161	0.98	8	-5
O=c1[nH]c2cc3c(cc2cc1C(c1nnnn1C1CCCC1)N1CCCc2ccccc21)OCCO3 (stereo not drawn)
→ -3	1.2	12	38	-6	83	1.1	-7	-9
Cc1c(S(=O)(=O)N2CCc3ccccc3C2)c(=O)n(C)c(=O)n1C
→ 5	1.1	-3	-1	3	104	1.1	8	-2
COc1ccc(-c2nn(-c3ccccc3)cc2/C=N/n2cnnc2)cc1OC
→ .	1.1	0	8	.	140	1	6	2
Cc1nn(C)c(C)c1S(=O)(=O)N1CCC(C(=O)NCCC2=CCCCC2)CC1
→ -4	1.1	-6	12	5	84	1	-2	-6
CCOC(=O)CSC1=C(C#N)C(C)C2=C(CCCC2=O)N1 (stereo not drawn)
→ -1	1.2	2	-11	-3	244	1.1	-1	-8
CC(C)(C)NS(=O)(=O)c1ccc(CCC(=O)N2CCOCC2)cc1
→ .	1	-11	7	.	80	1	8	-6
O=c1c2ccccc2n(Cc2ccc(F)cc2)c(=O)n1C1CCCC1
→ 6	1.1	-1	28	10	95	1	8	-2
O=C(CCc1ccccc1)Nc1ccc(N2CCOCC2)cc1
→ 9	1.1	-10	3	7	103	1.1	5	16
Cc1cc(O)c(-c2n[nH]c3c2C(c2cccc(O)c2)N(Cc2cccnc2)C3=O)cc1Cl (stereo not drawn)
→ 0	1.1	5	8	3	63	1	6	4
CCn1c(SCC(=O)OCC(=O)N2c3ccccc3NC(=O)C2(C)C)nnc1-c1ccco1
→ 1	1.1	-3	40	-8	96	1	0	-1
Cc1ccc(C2C(C(=O)c3sc(C)nc3C)=C(O)C(=O)N2CCCN(C)C)o1 (stereo not drawn)
→ 4	1	5	-14	5	52	1.1	10	-11
C=CCNC(=O)CN(c1ccc(F)cc1)S(=O)(=O)c1ccc(OC)cc1
→ 3	1.1	-8	7	1	125	1	3	-8
CCOc1ccc2nc(C(C)O)[nH]c2c1 (stereo not drawn)
→ -5	1.1	-16	0	1	.	1.1	0	-18
CCOC(=O)Cc1c(C)nc2c(-c3cccc(Br)c3)c[nH]n2c1=O
→ -2	2.2*	8	36	2	78	1.1	-6	2
Cc1cccc(N2C(=O)SC(N(CC(=O)O)c3cccc(C)c3)C2=O)c1 (stereo not drawn)
→ 1	0.98	-1	12	2	85	1	10	-5
NC(=O)CN1CCN(c2ccccc2F)CC1
→ 0	1.1	-13	-3	-7	121	1	7	2
O=C(O)CCc1ccc(-c2cccs2)n1CCC(=O)O
→ .	1.2	0	16	.	68	1	10	-6
CC(C)(C)C(=O)OCC1OC(n2cnc(C(N)=O)n2)C(O)C1O (stereo not drawn)
→ 6	1	-5	-2	1	92	1	7	2
CN(C(=O)c1cc2nc(-c3ccco3)cc(C(F)(F)F)n2n1)C1CCCCC1
→ -2	2.2*	-9	22	2	64	1.1	-8	-2
CCC(=O)N1c2ccc(S(=O)(=O)CCC(=O)NCc3ccc4c(c3)OCO4)cc2CC1C (stereo not drawn)
→ 0	1.2	-11	36	1	131	0.94	-5	1
COC(=O)CCC(NC(=O)c1cc(-c2ccc3c(c2)OCCO3)oc1C)C(=O)OC (stereo not drawn)
→ .	1	6	4	.	70	1	1	-4
CC1=CCC(COC(=O)Nc2ccccc2)CC1 (stereo not drawn)
→ -6	1.1	5	21	-5	104	1.1	-14	-1
Cc1cc(C)c(NC(=O)CSc2nnc(-c3ccncc3)n2Cc2ccco2)c(C)c1
→ -6	1	1	26	-6	89	1	-6	-3
CC(C)OCCCN1CN(S(=O)(=O)c2ccccc2)c2nc3ccccc3nc21
→ 6	1.2	4	25	1	106	1.1	2	-4
CN1CCN(c2c3c(c(C#N)c4nc5ccccc5n24)CCCC3)CC1
→ 4	1.1	11	-17	1	90	1.1	0	-4
CN(C)CCNc1oc(COc2ccc(-c3ccccc3)cc2)nc1C#N
→ 9	1.1	-10	-30	1	84	1	4	-2
Cc1ccc2c(c1)cc(CN(Cc1cccs1)C(=O)c1ccco1)c1nnnn12
→ 6	1.1	1	-3	3	109	0.99	-5	0
CCn1c(Cn2nnc(-c3ccccc3)n2)nnc1SCC(=O)Nc1ccc(C(C)=O)cc1
→ 8	1.1	-8	19	-8	176	1	3	2

Next section
Each structure is followed by: ROCK2 inh	Fluor 339 460	Cdc25B inh	MKP-1 inh	JNK3 inh	HER2 expr 66K	Abs 340nm	PKA inh	Hsp90 block
CCC(C)NC(=O)C1CCCN(S(=O)(=O)c2ccc(-n3cnnn3)cc2)C1 (stereo not drawn)
→ 4	1	-10	-14	10	86	0.98	4	-3
CCOc1ccc(N2C(=O)C3CCCN3C2=O)cc1 (stereo not drawn)
→ -8	1.1	-2	8	-6	95	1	-2	5
O=C(c1cnn(-c2ccccc2)c1-n1cccc1)N1CCN(C2CCCCC2)CC1
→ -3	1.1	-19	4	5	93	1.1	5	-3
CCn1c(=O)cc(N2CCCCC2)[nH]c1=O
→ 4	0.95	4	0	-1	71	1	7	-4

Not a retest: an excerpt of the list.
Each structure is followed by: ROCK2 inh	Fluor 339 460	Cdc25B inh	MKP-1 inh	JNK3 inh	HER2 expr 66K	Abs 340nm	PKA inh	Hsp90 block
CN(C(=O)c1cc2nc(-c3ccco3)cc(C(F)(F)F)n2n1)C1CCCCC1
→ -2	2.2*	-9	22	2	64	1.1	-8	-2
CCC(=O)N1c2ccc(S(=O)(=O)CCC(=O)NCc3ccc4c(c3)OCO4)cc2CC1C (stereo not drawn)
→ 0	1.2	-11	36	1	131	0.94	-5	1
COC(=O)CCC(NC(=O)c1cc(-c2ccc3c(c2)OCCO3)oc1C)C(=O)OC (stereo not drawn)
→ .	1	6	4	.	70	1	1	-4
CC1=CCC(COC(=O)Nc2ccccc2)CC1 (stereo not drawn)
→ -6	1.1	5	21	-5	104	1.1	-14	-1
Cc1cc(C)c(NC(=O)CSc2nnc(-c3ccncc3)n2Cc2ccco2)c(C)c1
→ -6	1	1	26	-6	89	1	-6	-3
CC(C)OCCCN1CN(S(=O)(=O)c2ccccc2)c2nc3ccccc3nc21
→ 6	1.2	4	25	1	106	1.1	2	-4
CN1CCN(c2c3c(c(C#N)c4nc5ccccc5n24)CCCC3)CC1
→ 4	1.1	11	-17	1	90	1.1	0	-4
CN(C)CCNc1oc(COc2ccc(-c3ccccc3)cc2)nc1C#N
→ 9	1.1	-10	-30	1	84	1	4	-2
Cc1ccc2c(c1)cc(CN(Cc1cccs1)C(=O)c1ccco1)c1nnnn12
→ 6	1.1	1	-3	3	109	0.99	-5	0
CCn1c(Cn2nnc(-c3ccccc3)n2)nnc1SCC(=O)Nc1ccc(C(C)=O)cc1
→ 8	1.1	-8	19	-8	176	1	3	2
CCC(C)NC(=O)C1CCCN(S(=O)(=O)c2ccc(-n3cnnn3)cc2)C1 (stereo not drawn)
→ 4	1	-10	-14	10	86	0.98	4	-3
CCOc1ccc(N2C(=O)C3CCCN3C2=O)cc1 (stereo not drawn)
→ -8	1.1	-2	8	-6	95	1	-2	5
O=C(c1cnn(-c2ccccc2)c1-n1cccc1)N1CCN(C2CCCCC2)CC1
→ -3	1.1	-19	4	5	93	1.1	5	-3
